TcdB GH inh – blocks C. difficile toxin B glycohydrolase activity. AID 652162. inhibition, % at 9.99 µM. TcdB glycohydrolase enzymatic assay, plate reader. P18177. 350,000 compounds, 0.24% hits; in the data active means inhibition above about 10%
CCHF vOTU inh – blocks the CCHF virus ovarian tumor domain protease | AID 651958 | inhibition, % at 11.5 µM | CCHFV vOTU protease, Pep-AMC fluorescence | 370,000 compounds, 0.55% hits; in the data active means inhibition above about 30%; further: 0% = vehicle wells with enzyme and 100% = no enzyme wells
FadD28 FP inh – blocks FadD28 binding to the bisubstrate probe; 360,000 compounds, 0.22% hits; inhibition, % at 12.5 µM; fluorescence polarization; AID 588549; in the data active means inhibition above about 8.5%, passing the limit was not always enough; inconclusive means no clear call, values can overlap the other calls
Y pestis TopoI – Y. pestis Topo-I inhibition via cleavage products; 360,000 compounds, 0.064% hits; activity, % at 10 µM; Y. pestis Topo-I cleavage product accumulation, plate reader; in the data active means activity above about 50%, passing the limit was not always enough; inconclusive means no clear call, values can overlap the other calls; further: inactives centre near 2
BoNT-F LC inh – blocks Botulinum neurotoxin F light chain protease; Multiplex microsphere protease cleavage assay, flow cytometry; inhibition, % at 10 µM; 360,000 compounds, 0.22% hits; in the data active means inhibition above about 35%, passing the limit was not always enough; inconclusive means no clear call, values can overlap the other calls; further: plate controls were buffer without enzyme for full effect and enzyme alone for no effect
PfHsp40 rescue – rescue of PfHsp40-mediated yeast toxicity | S. cerevisiae expressing PfHsp40, growth rescue, ATP luminescence | growth rescue, % at 12.5 µM | 340,000 compounds, 0.68% hits | AID 504582; in the data active means growth rescue above about 28%, passing the limit was not always enough; inconclusive means no clear call, values can overlap the other calls;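 further: yeast W303a lacking pdr1 and pdr3 grown in galactose medium; growth measured after three days at 30 °C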
PrPC surface inh – inhibitors of human cell surface prion protein PrPC | P04156 | TR-FRET read-out | inhibition, % at 13.8 µM | 370,000 compounds, 0.43% hits; in the data active means inhibition above about 24%; further: 0% = median of the test wells and 100% = reference compound wells
BoNT A protease – BoNT A light chain protease inhibition; multiplex microsphere protease substrate cleavage, flow cytometry; inhibition, % at 10 µM; 360,000 compounds, 0.17% hits; further: plate controls were buffer without enzyme for full effect and enzyme alone for no effect
Anthrax LF inh2 – anthrax lethal factor protease inhibition; P15917; multiplex microsphere protease cleavage assay, LF; inhibition, % at 10 µM; 360,000 compounds, 0.12% hits; AID 588501; further: plate controls were buffer without enzyme for full effect and enzyme alone for no effect
Target sequence (P15917 whole entry, looked up): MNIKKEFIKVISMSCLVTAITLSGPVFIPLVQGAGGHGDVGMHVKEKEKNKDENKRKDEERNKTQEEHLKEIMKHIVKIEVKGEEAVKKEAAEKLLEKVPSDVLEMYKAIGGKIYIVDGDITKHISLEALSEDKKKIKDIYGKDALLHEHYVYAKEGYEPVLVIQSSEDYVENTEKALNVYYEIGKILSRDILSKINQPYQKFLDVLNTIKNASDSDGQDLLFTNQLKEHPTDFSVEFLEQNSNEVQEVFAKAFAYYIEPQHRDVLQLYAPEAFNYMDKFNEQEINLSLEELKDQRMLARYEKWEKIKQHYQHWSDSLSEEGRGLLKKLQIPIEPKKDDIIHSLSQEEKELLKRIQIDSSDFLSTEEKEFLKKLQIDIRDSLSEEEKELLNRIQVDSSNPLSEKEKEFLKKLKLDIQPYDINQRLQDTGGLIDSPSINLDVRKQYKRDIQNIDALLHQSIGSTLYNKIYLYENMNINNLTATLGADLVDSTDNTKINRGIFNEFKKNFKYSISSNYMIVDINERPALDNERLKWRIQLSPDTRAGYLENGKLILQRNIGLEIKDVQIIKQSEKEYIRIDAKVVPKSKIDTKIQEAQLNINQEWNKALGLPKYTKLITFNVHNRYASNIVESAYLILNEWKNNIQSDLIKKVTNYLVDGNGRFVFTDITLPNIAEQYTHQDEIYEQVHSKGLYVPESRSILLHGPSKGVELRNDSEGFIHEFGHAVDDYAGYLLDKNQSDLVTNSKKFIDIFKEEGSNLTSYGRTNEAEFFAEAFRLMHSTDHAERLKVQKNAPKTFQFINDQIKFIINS
An asterisk follows results filed as active; ? = inconclusive; / = no result given; & = joins results of further samples. Unless noted, no stated cut-off is given here; in the data, active means inhibition above about 30%; inconclusive means no clear call, values can overlap the other calls; inactive means below that.

SMILES	TcdB GH inh	CCHF vOTU inh	FadD28 FP inh	Y pestis TopoI	BoNT-F LC inh	PfHsp40 rescue	PrPC surface inh	BoNT A protease	Anthrax LF inh2
Cc1nn(Cc2ccccc2Cl)c2sc(C(=O)Nc3nccs3)cc12	/	-14	-2.0	-1	7	0.2	13	0.9	0
CC(=O)Nc1c2c(nn1-c1cccc(Cl)c1)CS(=O)C2 (stereo not drawn)	-1.1	19	-1.7	2	-3	4.8	-2	-1.0	1
CSc1ncccc1C(=O)OCC(=O)Nc1ccc(C)c(S(=O)(=O)N2CCOCC2)c1	0.4	4	-0.5	0	4	0.8	3	-0.5	-6
COC(=O)c1cccc(NC(=O)C2COc3ccccc3O2)c1 (stereo not drawn)	/	8	-0.8	-1	-17	-0.1	-1	-1.1	-2
CC(=O)c1c(C)[nH]c(C(=O)CSc2nnc(C3CCCCC3)n2N)c1C	/	1	-3.1	-13	-40	-1.1	3	-2.9	-9
O=C(CSc1nc2ccccc2c(=O)[nH]1)N1CCCCCC1	/	16	-1.6	36	6	-1.2	1	1.2	3
CCCCOc1ccc(C(C)NC(=O)CCS(=O)(=O)Cc2ccc(C)cc2)cc1 (stereo not drawn)	/	2	-1.1	24	-1	0.7	-2	0.2	-1
O=C(NCC(=O)N1CCOCC1)c1ccc(Cl)cc1	-1.5	3	-0.7	12	2	0.1	-4	0.2	-2
CS(=O)(=O)ON=C1CCN(S(=O)(=O)c2ccccc2)CC1	0.9	-3	-2.1	8	-3	-0.3	6	-0.7	0
CC(C)c1onc(C(=O)N2CCC(C(N)=O)CC2)c1[N+](=O)[O-]	0.6	-3	0.1	8	-7	0.4	-5	-0.2	0
O=C(COc1cccc2cccnc12)N/N=C/c1ccccc1O	-0.4	1	-1.7	3	0	-1.0	-7	-1.1	-3
COc1cc(NC(=O)C2CC(=O)NC3=C2C(=O)CC(C)(C)C3)c(OC)cc1Cl (stereo not drawn)	/	1	-0.4	13	?	-1.0	1	-1.9	-10
NS(=O)(=O)c1ccc(NC(=O)c2ccc(CSc3ccccc3)o2)cc1	0.3	22	0.1	6	-6	1.1	-1	-0.1	0
O=C(Nc1ccccc1N1CCOCC1)c1cccnc1	0.6	-4	-2.2	4	-1	-0.4	2	0.1	-2
CS(=O)(=O)c1ccc2nc(NC(=O)CCNC(=O)c3ccc([N+](=O)[O-])cc3)sc2c1	0.8	0	-3.2	-12	/	-0.9	-15	/	/
CN1CCC(=NNC(=O)c2ccc(N(Cc3ccccc3Cl)S(C)(=O)=O)cc2)CC1	/	10	-2.4	20	-4	-0.1	-2	0.7	-1
CC1CN(C(=O)c2cc(S(=O)(=O)N3CCCC3)c(Cl)cc2Cl)CC(C)O1 (stereo not drawn)	/	3	0.4	-4	-4	-0.6	5	0.2	-4
COc1cc(NC(=O)c2cc([N+](=O)[O-])ccc2N2CCOCC2)ccc1NC(=O)c1ccco1	2.2	-9	-0.5	-6	8	-2.3	-6	0.1	0
Cc1[nH]nc(SCC(=O)N2CCC(C)CC2)c1[N+](=O)[O-]	/	-21	0.1	4	4	-0.6	-5	0.8	-7
CN1CCN(S(=O)(=O)c2cc([N+](=O)[O-])ccc2Cl)CC1	0.8	1	-3.3	3	-2	-1.1	-21	0.5	-6
O=C(Nc1ccccc1)c1nc[nH]c1C(=O)NCCCCCCNC(=O)c1[nH]cnc1C(=O)Nc1ccccc1	0.2	1	-5.3	-4	-4	-1.3	4	-0.3	-2
CC[N+](C)(C)c1cccc(O)c1	0.9	0	-1.1	-4	3	13	0	-0.8	-2
Cc1ccnn1C(C)C(=O)O (stereo not drawn)	1.1	-12	-1.6	0	-3	-1.1	-2	-0.4	-7
O=C1C=C(c2ccoc2)N2CCC[C@H]2C1	-0.1	10	-1.1	-3	-7	-0.8	2	0.5	0
Cc1ccc(NCCC(=O)c2ccc(Br)cc2)cc1	/	-9	-0.8	-3	-9	1.6	-5	-0.7	-2
CCOC(=O)N1CCN(C(=O)CSc2nc3c(cnn3-c3ccccc3)c(=O)[nH]2)CC1	-0.7	1	-2.0	1	6	0.8	10	-0.1	-10
Cc1ccc(CCNC(=O)C2CCN(S(=O)(=O)N3CCC4(CC3)OCCO4)CC2)cc1	0.6	0	-0.8	0	-9	1.5	3	-1.1	-1
CC1(NC(=O)c2cc(-c3cccs3)nn2-c2ccccc2)CCS(=O)(=O)C1 (stereo not drawn)	0.2	2	/	-10	4	-1.1	-4	1.5	4
CCCS(=O)(=O)NC(=O)C1(C)CCN(C(=O)c2cccc3ccccc23)C1 (stereo not drawn)	2.0	-1	-0.5	4	0	/	-1	-0.3	-6
CCCCc1nnc(NC(=O)Cn2cnc3ccccc3c2=O)s1	-0.4	-2	-0.4	-2	-1	-0.7	-3	-1.1	-2
CCC1(CC)C(=O)NC(=O)NC1=NCCc1ccc(O)cc1	/	12	-0.7	6	9	-0.6	4	0.0	6
Cc1cccc(NCC(=O)c2c(N)n(C)c(=O)n(C)c2=O)c1C	-0.1	-15	-2.4	-9	-4	-1.5	-3	0.4	-4
COc1ccc(NC(=O)C2C(=O)N(CCO)C3(C)CC2c2ccccc2O3)cc1 (stereo not drawn)	/	-5	-0.5	0	-8	0.0	2	0.5	-5
CC(C)CNC(=S)NNC(=O)CC(C)O (stereo not drawn)	-0.5	6	0.0	3	-2	-1.0	3	-1.4	-2
COc1cc(NC(=O)CCN2CCN(c3ccccc3OC)CC2)cc(OC)c1	1.8	4	-3.1	15	-8	/	-6	-0.2	-5
COc1ccccc1C(O)(c1ccccc1)C(CN1CCOCC1)c1ccccc1 (stereo not drawn)	0.6	-2	-1.0	23	1	-0.4	12	-0.5	-10

4 entries from above, as labelled records.
CCCS(=O)(=O)NC(=O)C1(C)CCN(C(=O)c2cccc3ccccc23)C1 (stereo not drawn)
  TcdB GH inh: 2.0
  CCHF vOTU inh: -1
  FadD28 FP inh: -0.5
  Y pestis TopoI: 4
  BoNT-F LC inh: 0
  PfHsp40 rescue: /
  PrPC surface inh: -1
  BoNT A protease: -0.3
  Anthrax LF inh2: -6
CC(C)CNC(=S)NNC(=O)CC(C)O (stereo not drawn)
  TcdB GH inh: -0.5
  CCHF vOTU inh: 6
  FadD28 FP inh: 0.0
  Y pestis TopoI: 3
  BoNT-F LC inh: -2
  PfHsp40 rescue: -1.0
  PrPC surface inh: 3
  BoNT A protease: -1.4
  Anthrax LF inh2: -2
O=C(NCC(=O)N1CCOCC1)c1ccc(Cl)cc1
  TcdB GH inh: -1.5
  CCHF vOTU inh: 3
  FadD28 FP inh: -0.7
  Y pestis TopoI: 12
  BoNT-F LC inh: 2
  PfHsp40 rescue: 0.1
  PrPC surface inh: -4
  BoNT A protease: 0.2
  Anthrax LF inh2: -2
O=C(Nc1ccccc1N1CCOCC1)c1cccnc1
  TcdB GH inh: 0.6
  CCHF vOTU inh: -4
  FadD28 FP inh: -2.2
  Y pestis TopoI: 4
  BoNT-F LC inh: -1
  PfHsp40 rescue: -0.4
  PrPC surface inh: 2
  BoNT A protease: 0.1
  Anthrax LF inh2: -2

The listing continues.
SMILES	TcdB GH inh	CCHF vOTU inh	FadD28 FP inh	Y pestis TopoI	BoNT-F LC inh	PfHsp40 rescue	PrPC surface inh	BoNT A protease	Anthrax LF inh2
Cn1c(=O)[nH]c(=O)c2c1nc(Br)n2CCSc1nnnn1-c1ccccc1	-2.0	-16	0.9	0	-6	0.1	12	-1.5	-2
COc1ccc2[nH]c(=O)c(-c3noc(-c4ccccc4)n3)cc2c1	/	-22	0.4	5	6	-0.4	-10	2.0	-5
Cc1ccc2oc(=O)c3cc(C(=O)NCCCN4C(C)CCCC4C)sc3c2c1 (stereo not drawn)	1.3	0	-1.9	-4	4	0.8	-10	1.7	1
CC1C(=NO)C(C)C(c2ccc(N(C)C)cc2)NC1c1ccc(N(C)C)cc1 (stereo not drawn)	-3.2	5	-3.2	5	1	-1.4	-5	1.2	-1
N#CCSc1nc2scc(-c3cccs3)c2c(=O)n1CCc1ccccc1	/	-10	-1.6	0	4	-0.9	2	-0.9	-3
CC(=O)NCCNC(=O)C1Cc2c(-c3ccccc3)ccnc2O1 (stereo not drawn)	0.9	1	-1.7	2	-1	/	-5	0.1	-2
O=C1CSC(c2ccccc2)N1c1ccc([N+](=O)[O-])cc1 (stereo not drawn)	4.0	7	-3.7	-1	?	-0.2	-31	0.2	-1
CCOC(=O)N1CCN(C(=O)c2ccc3c(SCC(=O)O)c4c(nc3c2)CCC4)CC1	-0.3	-2	-2.1	5	-1	0.0	2	-0.5	-4
O=C(O)C1C2C=CC(C2)C1C(=O)N1CCOCC1 (stereo not drawn)	2.3	-5	-3.1	-7	1	-1.4	-5	0.2	2
COc1ccc(/C=C(\C#N)C(=O)NCc2cccnc2)cc1OC	0.9	-11	-0.7	15	-6	-0.2	0	-1.6	-6
O=C(CCn1c(=O)c2ccccc2n(CC(=O)NC2CCCC2)c1=O)NCc1ccco1	/	-17	-3.6	9	12	0.6	3	0.8	-2
Cc1cccc[n+]1CC(=O)Nc1ccc([N+](=O)[O-])cc1	1.5	-3	-1.5	0	?	0.3	-16	-4.2	-12
Cc1[nH]c(N)nc(=S)c1CCCNc1ccccc1	1.9	9	-1.1	1	0	-0.3	-9	-0.5	-4
CC1C=CCC2C(=O)N(c3ccccc3OC(=O)c3cccs3)C(=O)C12 (stereo not drawn)	0.5	-9	-3.9	-2	2	1.0	4	-0.2	0
C/C(CC(=O)NCCCN1CCOCC1)=N\NC(=O)COc1ccc(Cl)cc1	/	8	-3.4	-4	17	0.0	-4	0.4	-2
NC(=O)c1ncn([C@@H]2O[C@H](CO)[C@@H](O)[C@H]2O)c1O	1.0	-8	-0.8	0	12	-0.5&-1.1	-2	0.0	-8
Cc1ccc(-c2nc(C(F)(F)F)cc(=O)[nH]2)cc1	1.3	8	-4.3	0	?	1.2	-3	?	-10
Cc1cccc(N2C(=O)CSC23CCCCC3)c1	0.3	6	-0.4	8	0	0.1	-5	0.3	-3
CN(C(=O)CN1CCC(NC(=O)c2ccccc2Br)CC1)C1CCCCC1	0.8	1	-0.8	9	0	-0.5	0	-1.0	-14
C#CCOCCOCCOCCNc1nc(N2CCN(C(=O)[C@H]([C@@H](C)CC)n3cc([C@@H](N)Cc4ccc(O)cc4)nn3)CC2)nc(N2CCN(C(=O)[C@H]([C@@H](C)CC)n3cc([C@@H](N)CC(C)C)nn3)CC2)n1	2.2	11	-1.1	24	-28	-0.3	1	0.6	-7
CCC(c1nnnn1CCc1ccccc1)N1CCN(c2ccc(OC)cc2)CC1 (stereo not drawn)	/	11	-1.8	-14	-4	-1.3	7	-0.4	-6
O=C1CN=C(Nc2ccccc2Cl)N1Cc1ccc2c(c1)OCO2	/	-14	-3.5	-4	-2	0.4	0	0.4	-4
Cc1c(NC(=S)NC(=O)c2ccco2)c(=O)n(-c2ccccc2)n1C	/	4	1.7	5	-8	-0.2	2	-0.4	-7
Cc1nn(-c2ccccc2)c2sc(C(=O)n3cccn3)cc12	/	8	0.6	-1	-6	0.9	-7	-0.5	-2
O=C(CNc1cccc2ccccc12)N/N=C/c1ccc(C(=O)O)cc1	-0.8	0	38*	2	-4	-1.1	-13	-0.4	-3
CN(C(=O)COC(=O)c1cc(S(=O)(=O)N2CCCCC2)ccc1Cl)c1ccccc1	2.2	-3	0.2	-6	-11	-1.0	8	-0.7	-2
S=c1[nH]nc(-c2cccnc2)n1/N=C/c1cccs1	/	-2	-3.6	0	5	1.0	-7	0.3	-4
O=C(CCSCCC(=O)NN=Cc1cccc(Cl)c1)NN=Cc1cccc(Cl)c1	6.7	-17	-0.6	-4	0	-1.4	-3	-0.3	11
Cn1c(=O)oc2cc(S(=O)(=O)N3CCC(C(=O)NCc4ccccc4Cl)CC3)ccc21	1.8	2	-3.8	-2	-4	2.3	2	-0.1	1
COc1cccc(-n2nc(C(C)=O)c(C#N)c2-c2ccco2)c1	0.8	-7	-0.8	-4	0	0.3	8	-0.3	0
N=C1C(c2nc3ccccc3[nH]2)=C(O)CN1c1ccc(CC(=O)O)cc1	/	17	0.6	-2	0	-0.2	3	1.7	-1
CCCCN(C)C(=O)Cc1c(OC)ccc2cc(Br)ccc12	/	1	-3.9	28	-2	0.1	0	-0.1	-1
CN(c1cccc(NC(=O)CN(c2ccc(F)cc2)S(C)(=O)=O)c1)S(C)(=O)=O	2.6	1	-1.8	0	-10	2.0	-1	-1.2	3
O=C(O)C1CC=CCC1C(=O)NCc1cn2ccccc2n1 (stereo not drawn)	-1.1	-7	-0.4	5	-2	0.0	6	0.8	-11

Screening results: PubChem BioAssay, several laboratories
